Menin MLL FP TR – inhibitors of human menin-MLL interaction, mutant MLL peptide; Menin + Texas Red MLL mutant peptide, fluorescence polarization; O00255; AID 1768; hit rate 0.23% among 270,000; Potency, µM (top dose mostly 61.6 µM), for the others: at the top dose FP activity change, negative = inhibition, most hits filed as inhibitors; active = well fitted inhibition curve with a large enough effect in the polarisation, with a control signal flat, not every such curve was filed as active; inconclusive = small, poorly fitted or top-dose-only effect, or effect the other way, or a change in a side signal; inactive = no such curve, though single readings can be large or run the other way; the % refers to the polarisation; note: potency is the fitted concentration of half-maximal effect; % of control where 0% means no effect; many of its hits are not listed in these tables
Target sequence (O00255 whole entry, looked up): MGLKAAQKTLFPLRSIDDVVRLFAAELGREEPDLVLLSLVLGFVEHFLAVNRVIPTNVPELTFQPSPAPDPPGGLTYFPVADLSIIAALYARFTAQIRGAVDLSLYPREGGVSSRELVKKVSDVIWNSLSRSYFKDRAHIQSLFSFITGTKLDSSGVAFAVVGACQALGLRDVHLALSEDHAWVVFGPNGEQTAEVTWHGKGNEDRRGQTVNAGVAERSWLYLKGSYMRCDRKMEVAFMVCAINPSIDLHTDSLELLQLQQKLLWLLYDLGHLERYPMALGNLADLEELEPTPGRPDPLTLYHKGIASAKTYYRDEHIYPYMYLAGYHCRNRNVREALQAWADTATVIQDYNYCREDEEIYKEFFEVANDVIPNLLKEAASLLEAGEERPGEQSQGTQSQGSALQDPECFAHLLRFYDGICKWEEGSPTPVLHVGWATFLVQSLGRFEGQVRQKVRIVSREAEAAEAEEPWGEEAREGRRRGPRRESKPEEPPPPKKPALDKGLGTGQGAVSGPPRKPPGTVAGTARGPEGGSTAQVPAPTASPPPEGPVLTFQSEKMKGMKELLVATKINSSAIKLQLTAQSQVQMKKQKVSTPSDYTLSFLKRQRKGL
FLuc counter – firefly luciferase modulation, counter-screen for miR-21 project | P08659 | purified FLuc, Km substrates, luminescence inhibition | Potency, µM (series often up to 57.5 µM), for inactives: top-dose activity change, negative = inhibition, hits mostly inhibitors | hit rate 6.9% among 360,000;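 note: potency is the fitted concentration of half-maximal effect; plate controls were vehicle for no effect and reference inhibitor for full effect; nearly all actives have a fitted effect of over 55% in size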
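Biochemical qHTS of compounds, final roughly 60 µM downward over six points, against 10 nM purified firefly luciferase using Km concentrations of substrates (10 uM D-luciferin, 10 uM ATP) in Tris acetate pH 7.5 buffer; luminescence output.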
RORg inh – inhibitors of mouse ROR gamma transcriptional activity; Potency, µM (titrated, usually from 53.6 µM), for inactives: top-dose activity change, negative = inhibition, actives largely listed as inhibitors; AID 2551; hit rate 5.4% among 310,000; Drosophila S2 Gal4-RORgamma UAS-luciferase reporter, 20 h; note: potency is the fitted concentration of half-maximal effect; % is set by controls: 0 for no effect and ±100 for the full control effect; nearly all actives have a fitted effect of over 60% in size
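Drosophila Schneider cells stably carrying a metallothionein-driven Gal4 DBD–ROR gamma fusion and a UAS-Photinus luciferase reporter were exposed to compound for 1 hr, then induced with copper sulfate (700 uM final) for 20 hr at ambient temperature before luminescence reading.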
MBNL1-CUG inh – blocks human MBNL1 binding to CUG repeat RNA; Potency, µM (top dose mostly 57.5 µM), inactives show at the highest dose activity change, negative = inhibition, usual class: inhibitors; hit rate 0.036% among 280,000; TR-FRET MBNL1-His/biotin-(CUG)12 binding, 665/545 ratio; active = well fitted inhibition curve with a large enough effect in the signal ratio, with a control signal flat, not every such curve was filed as active; inconclusive = small, poorly fitted or top-dose-only effect, or effect the other way, or a change in a side signal; inactive = no such curve, though single readings can be large or run the other way; the % refers to the signal ratio; note: potency is the fitted concentration of half-maximal effect; % is set by controls: 0 for no effect and ±100 for the full control effect
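TR-FRET readout: Ex 340 nm, 665/545 nm emission ratio, normalized to buffer-only (basal) and MBNL1-(CUG)12 controls. Complex of MBNL1-His with Biotin-(CUG)12, compounds 92 nM–58 uM, incubated 60 min at room temperature.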
PKM2 act – PKM2 (human) enzyme activation. purified PKM2, Kinase-Glo ATP luminescence, activation; response scale: 0% is enzyme alone, no compound. Potency, µM (doses to about 57.5 µM), without a hit: at the top dose activation, most hits filed as activators. hit rate 0.34% among 260,000. AID 1631; note: potency is the fitted concentration of half-maximal effect; % is set by controls: 0 for no effect and ±100 for the full control effect; nearly all actives have a fitted effect of over 55% in size
Target sequence (P14618 whole entry, looked up): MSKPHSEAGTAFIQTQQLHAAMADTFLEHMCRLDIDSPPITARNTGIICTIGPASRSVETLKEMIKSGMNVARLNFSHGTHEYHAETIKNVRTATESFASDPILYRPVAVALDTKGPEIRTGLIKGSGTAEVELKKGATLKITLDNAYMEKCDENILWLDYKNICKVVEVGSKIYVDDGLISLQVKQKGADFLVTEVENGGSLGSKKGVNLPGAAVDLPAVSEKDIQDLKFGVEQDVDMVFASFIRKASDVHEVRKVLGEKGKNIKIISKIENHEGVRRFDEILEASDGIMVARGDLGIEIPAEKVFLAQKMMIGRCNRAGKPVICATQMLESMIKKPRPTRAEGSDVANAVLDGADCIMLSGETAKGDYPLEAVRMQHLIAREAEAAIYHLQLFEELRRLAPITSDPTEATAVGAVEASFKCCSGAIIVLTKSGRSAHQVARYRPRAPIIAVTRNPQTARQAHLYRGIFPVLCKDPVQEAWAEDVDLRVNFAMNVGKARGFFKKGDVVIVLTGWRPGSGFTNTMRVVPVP
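hPK-M2, >95% pure; 0.1 mM ADP / 0.5 mM PEP final; imidazole pH7.2 buffer w/ 7 mM MgCl2, 50 mM KCl; 1 h RT; Kinase-Glo lum. Intermediate enzyme activity for dual inhibitor/activator qHTS.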
Gal4-VP16 FLuc – counter-screen for ROR gamma inhibitors: Gal4-VP16 reporter | Drosophila S2 Gal4-VP16 UAS-luciferase, luminescence, 20 h | Potency, µM (top dose mostly 53.6 µM), inactives show top-dose activity, negative = inhibition, actives largely listed as inhibitors | hit rate 3.5% among 310,000;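 note: Gal4-VP16 expression switched on by copper sulfate through the metallothionein promoter; potency is the fitted concentration of half-maximal effect; % is set by controls: 0 for no effect and ±100 for the full control effect; nearly all actives have a fitted effect of over 50% in size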
ELG1 repair inh – blocks ELG1-dependent DNA repair in HEK293T cells | HEK293T ELG1-luciferase reporter, luminescence, 16 h; DNA damage induced by 5-fluorouridine | Potency, µM (titrated, usually from 46.1 µM), for inactives: top-dose activity change, negative = inhibition, hits mostly inhibitors | hit rate 2.3% among 330,000 | AID 504467; note: potency is the fitted concentration of half-maximal effect; % is set by controls: 0 for no effect and ±100 for the full control effect; nearly all actives have a fitted effect of over 55% in size
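In this reporter screen, reduction of luminescence relative to DMSO vehicle indicated activity. Compounds and 5-fluorouridine were added together to 2,000 cells per well, incubated for 16 hr at 37 °C, then developed with ONE-Glo.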
KCNH2 3.1 block – KCNH2 3.1 (human) potassium channel inhibition; hit rate 0.95% among 340,000; activity change, % (tested at about 1.8 µM); U2OS KCNH2 3.1, thallium flux FluxOr; stronger effect = lower value;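 active = maximum activity change below -70%; inconclusive = maximum activity change from -70% to -50%; inactive = maximum activity change above -50%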;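 note: thallium influx rate constant from kinetic fluorescence after stimulation buffer; % is set by controls: 0 for no effect and ±100 for the full control effect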
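Channel expression came from 3.1 mutant virus (1.77 x 10^8 /mL) applied to suspended U2OS cells for 4 h. Flux was tracked with FluxOr dye plus Red40 quencher, and kinetic rate constants normalized to controls.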
Rab9 promoter act – Rab9 promoter activation; Huh7 Rab9 promoter-luciferase reporter, luminescence, 24 h; Potency, µM (series often up to 9.22 µM), inactives show at the top dose activation, negative = inhibition, hits mostly activators; hit rate 2.8% among 320,000; AID 485297; note: potency is the fitted concentration of half-maximal effect; % of control where 0% means no effect; nearly all actives have a fitted effect of over 60% in size
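Promoter activation is measured as luciferase luminescence in Huh7 cells stably transfected with a Rab9 promoter–luciferase construct, following 24 h compound exposure at 37 °C and 10 min reagent incubation at ambient temperature.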
Mito fusion yeast – mitochondrial division inhibition or fusion activation. AID 485298. Potency, µM (series often up to 46.1 µM), for the others: at the highest dose growth rescue (activation), usual class: activators. hit rate 0.23% among 320,000. S. cerevisiae fusion-defective mutant growth rescue, CellTiterGlo 48 h;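 note: potency is the fitted concentration of half-maximal effect; % of control where 0% means no effect; nearly all actives have a fitted effect of over 45% in size; temperature-sensitive fusion mutants such as fzo1-1 at 37 °C on non-fermentable ethanol glycerol medium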
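Growth-rescue viability read-out: after 48 h at the non-permissive 37C in glycerol/ethanol YPEG, yeast mitochondrial fusion mutants are measured by CellTiterGlo luminescence; compounds (23 nl pinned per well) restoring growth score as division inhibitors or fusion activators.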
NPC1 prom act – activators of NPC1 promoter; Huh7 NPC1 promoter luciferase reporter, 24 h; Potency, µM (top dose mostly 9.22 µM), for inactives: at the highest dose activation, most hits filed as activators; hit rate 2.4% among 320,000; AID 485313;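 note: potency is the fitted concentration of half-maximal effect; % of control where 0% means no effect; nearly all actives have a fitted effect of over 60% in size; reporter is driven by a mutant NPC1 promoter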
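Luciferase expression driven by the NPC1 promoter was measured in stably transfected Huh7 cells after a 24 h compound incubation, using a luciferase reagent and a luminescence read.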
* = called active by the depositor; ? = inconclusive; · = no result given; & = joins results of further samples; [ ] = another dose, or the depositor's remark. Unless noted, calls come from the whole dose curve; as a rule, active = well fitted curve in the direction sought with a large enough effect; inconclusive = small, poorly fitted or top-dose-only effect, or another doubt; inactive = no such curve, though single readings can be large; an effect the other way counts as inactive or inconclusive.

SMILES	Menin MLL FP TR	FLuc counter	RORg inh	MBNL1-CUG inh	PKM2 act	Gal4-VP16 FLuc	ELG1 repair inh	KCNH2 3.1 block	Rab9 promoter act	Mito fusion yeast	NPC1 prom act
CCCc1cc(=O)[nH]c(SCC(=O)Nc2cccc(S(=O)(=O)N3CCOCC3)c2)n1	·	3%	·	·	·	·	2%	-4	1%	2%	-2%
COc1cccc(N/C(SC)=C(/C#N)C(=O)NCc2cccs2)c1	-10%	-13%	22%	-21%	-2%	2%	?	-18	-5%	-8%	0%
Cc1cc(C)cc(C(=O)OCC(=O)NCC(F)(F)F)c1	-5%	0%	23%	1%	-1%	-17%	2%	·	1%	0%	0%
Cc1ccc(NC(=O)CCC(=O)OC(C)C(=O)c2ccccc2)cc1 (stereo unspecified)	·	0%	-20%	1%	·	-2%	1%	21	9%	-9%	0%
CCOC(=O)C(C)Sc1nc(-c2ccco2)cc(C(F)(F)F)c1C#N (stereo unspecified)	?	5%	-18%	7%	1%	4%	11%	10	-4%	-5%	2%
COc1ccc(NC(=O)CN(c2ccccc2)S(=O)(=O)N(C)C)cc1OC	4%	2%	-4%	-2%	10%	-2%	0%	-7	-1%	2%	2%
C=CCn1c(C(CC(C)C)CC(C)O)n[nH]c1=S (stereo unspecified)	6%	-3%	?	-10%	-1%	4%	-1%	-8	-4%	-6%	0%
COc1ccc(-c2nc(C)c(C(C)=O)n2O)cc1	?	?	-5%	-4%	-33%	-8%	?	-1	0%	-4%	3%
CCc1ccccc1NC(=O)CNC(=O)c1cn(Cc2ccccc2)nc1-c1cccnc1	·	1%	·	·	·	·	-9%	-3	12%	-1%	-3%
Cc1ccc(OCCC(=O)Nc2ccc(S(=O)(=O)N3CCCC3)cc2)cc1	·	3%	·	·	·	·	?	-8	-5%	13%	-3%
CC1CCN(S(=O)(=O)c2ccc3c(c2)oc(=O)n3CC(=O)NCc2ccc3c(c2)OCO3)CC1	?	2%	-30%	20%	-15%	?	10µM*	-20	-10%	0%	-4%
CCOC(=O)Nc1cc(C(=O)OC)ccc1C	-13%	-1%	10%	8%	0%	4%	?	9	0%	1%	0%
CSCC[C@H](NC(=O)C(C)Oc1ccc(Cl)cc1)c1nc2ccccc2[nH]1 (stereo partly specified)	-1%	5%	-3%	?	3%	-6%	-13%	·	-2%	0%	-2%
CCN(CC)S(=O)(=O)c1cc(C(=O)Nc2cc(C)on2)c(Cl)cc1Cl	-8%	-2%	57%	-7%	-7%[11.5 µM]	-6%	-8%	2	5%	-25%	-3%
CN(C(=O)c1ccc(Cl)c(S(=O)(=O)N2CCOCC2)c1)c1ccccc1C(=O)O	-5%	?	0%	0%	-2%	0%	6%	-9	0%	4%	-3%
COC(=O)c1cc(NC(=O)Nc2cc(OC)ccc2OC)cc(C(=O)OC)c1	?	-1%	0%	-9%	-8%	2%	-7%	-3	-5%	-2%	6%
O=C(O)c1ccccc1NC(=O)c1cc2ccccc2oc1=O	?	7.6µM*	13µM*	?	-20%	?	?	11	2.8µM*	1%	3.5µM*
O=C(NNC(=S)Nc1cccc(C(F)(F)F)c1)c1cccc(Cl)c1	?	-16%	?	-19%	-3%	?	-16%	-6	-4%	7%	-5%
COc1ccc(NC(=O)CSc2nccn2C)c([N+](=O)[O-])c1	-3%	-1%	-6%	?	13%	-8%	?	-2	14%	14%	2%
CC(=O)N1CCN(c2ccc(NCc3ccccc3)cc2)CC1	8%	-3%	23%	4%	9%	11%	3%	-3	15%	-3%	4%
Cc1ccccc1CS(=O)(=O)c1cn(CC(=O)N2CCOCC2)c2ccccc12	·	3%	17%	-1%	-3%	0%	?	15	1%	-1%	-1%
COc1ccccc1OCC(=O)Nc1ccccc1C(=O)Nc1cccc(C(=O)O)c1	28%	?	-1%	-2%	1%	0%	2%	-3	6%	0%	-6%
CN(C)NC1CC(=O)N(c2ccccc2)C1=O (stereo unspecified)	-21%	0%	-15%	4%	-8%	-6%	?	0	-16%	-4%	-11%
CC(=O)c1cccc(N(CC(=O)Nc2cc(C)cc(C)c2)S(C)(=O)=O)c1	11%	-1%	31%	-3%	4%	16%	-3%	11	-1%	11%	1%
CCOC(=O)N1CCN(C(=O)CSCC(=O)Nc2nc(-c3ccc4c(c3)OCO4)cs2)CC1	2%	?	?	-13%	-20%	17%	?	-7	?	-6%	?
Cc1ccc(NCc2nc3ccccc3n2C)cc1C	-20%	4.8µM*	-29%	-8%	1%	-10%	?	-11	2.8µM*	-9%	3.5µM*
N=c1sccn1CC(=O)Nc1ccc(Cl)cc1[N+](=O)[O-]	·	-3%	16%	·	2%	-4%	-5%	6	3%	-2%	-4%
CSc1ncccc1C(=O)OCC(=O)Nc1ccc(S(=O)(=O)N2CCCC2)cc1	?	2%	43%	?	-8%	-3%	-4%	1	-1%	-10%	-3%
CCOc1ccc(S(=O)(=O)NCCc2cn3ccccc3n2)cc1	·	1%	-13%	-5%	5%	-2%	10%	8	3%	1%	-3%
O=C(c1ccc(OC2CCN(CCc3ccccc3)CC2)cc1)N1CCC(CO)CC1	-22%	0%	6%	-17%	·	7%	0%	37	0%	5%	-2%
O=C(/C=C/Nc1ccccc1C(F)(F)F)c1ccco1	18%	1.2µM*	?	?	-7%	-27%	?	8	0.71µM*	11%	2µM*
CN(C1CCCC1)C1CCN(C(=S)Nc2cc(F)cc(F)c2)CC1	?	0%	0%	-13%	1%	-11%	-17%	5	3%	11%	-5%
COC(=O)C1C(c2ccc(N(C)C)cc2)C(C(=O)OC)S(=O)(=O)CS1(=O)=O (stereo unspecified)	-4%	-1%	1%	6%	1%	2%	-1%	-22	-7%	3%	-1%
CCCCn1c(N)c(N(CCC(C)C)C(=O)CC2CCCC2)c(=O)[nH]c1=O	·	4%	·	·	·	·	1%	-9	20%	1%	-8%
COc1ccc(CSc2nnc(-c3ccncc3)n2N)cc1	26%	1%	-7%	11%	·	1%	3%	18	1%	0%	0%
CCN(CCCNC(=O)c1c(C)cc(=O)oc1C)c1cccc(C)c1	?	-10%	?	-7%	10%	-3%	-3%	10	-2%	-4%	-10%
COCCOc1cc(N2C(=O)CSCC2=O)c(Cl)cc1Cl	10%	-1%	27%	-8%	0%	-2%	9%	10	-2%	5%	2%
O=C(/C(=N\Nc1ccccc1)Sc1nnnn1-c1ccccc1)c1ccccc1	3%	1%	-40%[10 µM]	·	-16%	?	11%	32	0%	30%	4%
CC(=O)Nc1ccc(S(=O)(=O)N2CCCC(C(=O)O)C2)cc1 (stereo unspecified)	6%	-4%	-14%	-9%	-1%	4%	-2%	-9	1%	-2%	0%
O=C(NCCc1nnc2ccc(NCCCN3CCOCC3)nn12)c1ccccc1	·	4%	4%	-3%	-2%	-1%	-4%	·	-3%	-2%	-9%
CCOc1ccc(CNC(=O)c2cccc(NC(=O)C3=C(C)OCCS3)c2)cc1	·	?	30%	-2%	·	4%	?	-12	17%	-3%	4%
COc1cc(/C=N/NC(=O)c2ccc(COc3ccccc3Cl)o2)cc(Br)c1O	18%	?	-7%	-25%	-2%	-6%	-6%	-12	3%	-3%	0%
COc1ccccc1-n1c(=O)c2c3c(sc2n2c(SC(C)C)nnc12)CCC3	?	8%	69%	4%	16%	-6%	?	-19	-10%	6%	2%
CNCCCC1c2ccccc2C=Cc2ccccc21	?	1%	25%	20%	-2%	-1%	-19%	-8	-16%[46.1 µM]	-39%&-10%[inhibitor]	-3%[46.1 µM]
O=C(C[n+]1cccc(/C=N/O)c1)N1CCCCCC1	12%	-2%	1%	0%	0%	2%	10%	-15	-2%	1%	-3%
O=C(CN1C(=O)NC(CCc2ccccc2)C1=O)NC1CC1 (stereo unspecified)	-2%	-1%	3%	-1%	2%	-3%	11%	-2	-1%	-7%	4%
COc1ccc(S(=O)(=O)N2CCN(CC(O)COc3ccc(C#N)cc3)CC2)cc1OC (stereo unspecified)	·	3%	7%	-5%	·	5%	?	-11	-1%	10%	2%
CC1C/C(=N/NC(=O)c2cccc(F)c2)c2ccc(O)cc2C1 (stereo unspecified)	8%	-4%	-22%	5%	4%	6%[0.365 µM]	-5%	19	-1%	-1%	1%
O=S(=O)(Nc1ccccc1)c1ccc(Oc2ncc(C(F)(F)F)cc2Cl)cc1	50%[activator]	4%	?	-3%	-9%	?	-16%	-5	-5%	?	-4%

Screening data from PubChem BioAssay.

A portion of the library; rates above refer to the full screens.
